VP16 counter – Gal4-VP16 reporter inhibition counter-screen | Drosophila S2 Gal4-VP16 UAS-luciferase, luminescence, 20 h | actives 3.5% (n = 310,000) | Potency, µM (doses to about 53.6 µM), for the others: top-dose activity, negative = inhibition, usual class: inhibitors | AID 2546;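 further: Gal4-VP16 expression switched on by copper sulfate through the metallothionein promoter; on the % scale 0 is the no-effect control and ±100 the full control effect; nearly all actives have a fitted effect of over 50% in size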
RORgamma inh – blocks mouse ROR gamma transcriptional activity. P51450. Drosophila S2 Gal4-RORgamma UAS-luciferase reporter, 20 h. Potency, µM (doses to about 53.6 µM), without a hit: at the highest dose activity change, negative = inhibition, actives largely listed as inhibitors. actives 5.4% (n = 310,000); further: on the % scale 0 is the no-effect control and ±100 the full control effect; nearly all actives have a fitted effect of over 60% in size
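A Gal4/UAS one-hybrid system in insect cells: metallothionein-promoter Gal4–ROR gamma fusion plus Photinus luciferase reporter. Copper sulfate 700 uM final, 20 hr ambient incubation, luminescent detection after 10 min with reagent.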
Menin MLL FP TR – menin-MLL binding inhibition, Texas Red mutant peptide; actives 0.23% (n = 270,000); Menin + Texas Red MLL mutant peptide, fluorescence polarization; O00255; Potency, µM (highest dose often 61.6 µM), inactives show top-dose FP activity change, negative = inhibition, actives largely listed as inhibitors; active means well fitted inhibition curve with a large enough effect in the polarisation, with a control signal flat, not every such curve was filed as active; the % refers to the polarisation; further: % of control where 0% means no effect; many of its hits are not listed in these tables
Target sequence (O00255 whole entry, looked up): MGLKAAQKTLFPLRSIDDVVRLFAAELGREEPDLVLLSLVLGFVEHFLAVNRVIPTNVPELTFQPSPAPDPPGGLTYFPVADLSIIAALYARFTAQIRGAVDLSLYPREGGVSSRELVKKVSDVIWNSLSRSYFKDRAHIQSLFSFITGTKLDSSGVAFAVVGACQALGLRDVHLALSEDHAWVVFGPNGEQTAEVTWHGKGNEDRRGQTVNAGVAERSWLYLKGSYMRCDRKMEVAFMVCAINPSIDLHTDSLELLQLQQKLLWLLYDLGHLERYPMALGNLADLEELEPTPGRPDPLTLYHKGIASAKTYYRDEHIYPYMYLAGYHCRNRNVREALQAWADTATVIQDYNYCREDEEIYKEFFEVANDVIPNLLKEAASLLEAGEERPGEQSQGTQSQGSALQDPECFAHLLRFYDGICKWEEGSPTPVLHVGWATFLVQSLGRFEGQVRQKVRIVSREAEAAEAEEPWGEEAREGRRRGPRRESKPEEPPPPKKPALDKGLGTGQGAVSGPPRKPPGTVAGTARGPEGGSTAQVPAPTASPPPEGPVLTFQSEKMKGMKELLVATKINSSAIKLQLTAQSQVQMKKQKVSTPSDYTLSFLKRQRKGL
* = called active by the depositor; & = joins results of further samples; [ ] = another dose, or the depositor's remark. Unless noted, the call rests on the fitted dose curve; in most records, active means well fitted curve in the direction sought with a large enough effect; inconclusive means small, poorly fitted or top-dose-only effect, or another doubt; inactive means no such curve, though single readings can be large; an effect the other way counts as inactive or inconclusive. Potency means the concentration at half of the fitted maximal effect.

SMILES | VP16 counter | RORgamma inh | Menin MLL FP TR
C[C@H](CCC(=O)O)[C@H]1CC[C@H]2[C@H]3C(CC[C@]12C)[C@@]1(C)CC[C@@H](O)C[C@H]1C[C@H]3O (some centres undefined) | -7% | -1% | -1%[24.8 µM]
CC(CCC(=O)O)C1CCC2C3C(O)C[C@@H]4CC(O)CC[C@@]4(C)C3CC[C@@]12C (some centres undefined) | 2%&8% | 2%&-11% | 1%&-25%

These rows are one share of the data. The share of hits here may be higher or lower than overall.
